RXFP1 ag: RXFP1 (human) receptor agonism. AID 2676. HEK293T-RXFP1 cAMP TR-FRET, 30 min; response scale: percent of porcine relaxin response, buffer zero. 0.3% of 370,000 active. Potency, µM (doses to about 57.5 µM), without a hit: at the highest dose activation, most hits filed as activators; active means well fitted activation curve with a large enough effect; inconclusive means small, poorly fitted or top-dose-only effect; further: potency means the concentration at half of the fitted maximal effect; on the % scale 0 is the no-effect control and ±100 the full control effect; nearly all actives have a fitted effect of over 60% in size; many of its hits are not listed in these tables
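HEK293 cells stably expressing RXFP1, treated 30 min at 37C with compounds plus PDE4 inhibitor Ro 20174; cAMP measured by HTRF TR-FRET. Normalized to buffer and 29 nM porcine relaxin; EC50 by Hill fit.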
D2 potentiator: positive allosteric modulators of human D2 dopamine receptor; P14416; 0.34% of 340,000 active; HEK293 T-REx D2, calcium flux, EC20 dopamine potentiation; potentiation, % at 10 µM;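 active means potentiation over 3 SD above the plate norm, cut at about 30% in these data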; further: 0% is about no effect
Target sequence (P14416 whole entry, looked up): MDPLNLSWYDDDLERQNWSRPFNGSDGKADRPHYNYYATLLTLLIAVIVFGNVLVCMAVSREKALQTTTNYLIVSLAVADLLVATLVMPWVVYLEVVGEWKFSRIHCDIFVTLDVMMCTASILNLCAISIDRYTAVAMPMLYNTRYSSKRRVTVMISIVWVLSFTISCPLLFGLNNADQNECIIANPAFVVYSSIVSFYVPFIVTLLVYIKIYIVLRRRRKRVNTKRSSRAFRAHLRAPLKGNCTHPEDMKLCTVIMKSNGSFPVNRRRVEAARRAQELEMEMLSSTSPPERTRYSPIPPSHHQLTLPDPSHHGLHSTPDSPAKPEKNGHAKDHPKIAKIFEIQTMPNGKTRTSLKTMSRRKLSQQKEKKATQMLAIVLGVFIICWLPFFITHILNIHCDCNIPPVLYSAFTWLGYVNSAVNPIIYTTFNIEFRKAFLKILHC
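Tetracycline-induced HEK293 T-REx cells force-coupled to calcium signalling expressed D2; compounds were pin-added after a 10 s baseline, read kinetically 180 s, then an EC20 dopamine challenge followed with a further 180 s calcium read.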
D2 agonist: activates the human D2 dopamine receptor; P14416; HEK293 T-REx D2 cells, calcium flux agonist mode; activation, % at 2 µM; 0.53% of 340,000 active;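 active means activation over 3 SD above normal in the single-dose calcium agonist read, cut at about 30% in these data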; further: 0% is about no effect
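Calcium-flux readout, 1 cycle/sec over 180 s following compound pin transfer, in inducible HEK293 Trex D2 cells (force-coupled); dopamine controls included. Positive calcium responses during this window marked compounds as potential agonists.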
D1 antag: antagonists of human D1 dopamine receptor | HEK293 TREx D1 cells, calcium flux, dopamine EC80; hits give low values | activity change, negative = inhibition, % at 10 µM | 3.2% of 360,000 active; in the data active means activity change below about -30%; further: on the % scale 0 is the no-effect control and ±100 the full control effect
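HEK293 T-REx cells expressing inducible, force-coupled D1 receptor; no-wash Ca dye, 30–90 min RT. Cmpd → 180 s read at 1 Hz → EC80 DA → 180 s read.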
TRHR PAM: allosteric enhancers of human TRH receptor | TRHR cells, fluo-8 calcium fluorescence, EC20 TRH enhancement | enhancement, % at 2 µM | 0.66% of 360,000 active | AID 493056; in the data active means enhancement above about 30%; further: 0% is about no effect
Target sequence (P34981 whole entry, looked up): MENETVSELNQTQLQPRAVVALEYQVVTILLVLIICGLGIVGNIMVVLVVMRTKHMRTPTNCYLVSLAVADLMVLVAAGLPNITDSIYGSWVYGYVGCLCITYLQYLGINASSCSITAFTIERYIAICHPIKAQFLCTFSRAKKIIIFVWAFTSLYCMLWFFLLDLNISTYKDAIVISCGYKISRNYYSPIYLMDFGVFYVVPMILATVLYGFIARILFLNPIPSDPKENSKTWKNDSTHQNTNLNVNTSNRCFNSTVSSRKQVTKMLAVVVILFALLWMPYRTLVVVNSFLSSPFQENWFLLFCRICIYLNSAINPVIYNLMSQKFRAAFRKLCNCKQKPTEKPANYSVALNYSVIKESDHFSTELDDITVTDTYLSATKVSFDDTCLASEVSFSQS
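Enhancer read-out: after compound pinning and an initial kinetic agonist-mode read, an EC20 of TRH (10 nM final) was injected and fluo-8 calcium signal (Ex 480/Em 530) followed at 1 s/cycle for 100 cycles in TRHR-expressing cells.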
RXFP1 antagonist: antagonists of human relaxin receptor RXFP1; Q9HBX9; HEK293-RXFP1, relaxin-stimulated cAMP HTRF, 30 min; hits give low values; activity change, negative = inhibition, % at 57.5 µM; 0.59% of 350,000 active; AID 1259400;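 active means activity change of -60% or lower, but not beyond a set lower limit; inconclusive means change between -60% and -40%, or beyond the set limit; inactive means change above -40%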; further: on the % scale 0 is the no-effect control and ±100 the full control effect
D2 antagonist: antagonizes the human D2 dopamine receptor | P14416 | HEK293 TREx D2 cells, calcium flux, dopamine EC80 | inhibition, % at 10 µM | 2% of 340,000 active | AID 485344; in the data active means inhibition above about 30%; further: 0% is about no effect
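HEK293 T-REx D2 cells, tet-induced, calcium dye no-wash. Cpd pintool add, 180 s kinetic, then EC80 DA, 180 s kinetic. Ca flux read.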
D1 PAM: human D1 dopamine receptor positive modulation; P21728; HEK293 TREx D1 cells, calcium flux, dopamine EC20 potentiation; potentiation, % at 10 µM; 0.036% of 360,000 active; in the data active means potentiation above about 30%; further: 0% is about no effect
D1 agonist: human D1 receptor agonism; P21728; HEK293 T-REx D1 cells, calcium flux, agonist mode; activation, % at 2 µM; 1% of 360,000 active; AID 504660; in the data active means activation above about 30%; further: 0% is about no effect
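Tetracycline-induced HEK293 TREx D1 cells, force-coupled to calcium signalling, were dye-loaded with a no-wash calcium kit. Compound was pin-added after a 10 s baseline. Fluorescence was read kinetically at 1 cycle/s for 180 s, with calcium rises flagged as agonism.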
* hit, by the source's call; ? = inconclusive; nt = not tested or not shown; & = joins results of further samples. An excerpt; count on the stated rates, not on these rows.

SMILES	RXFP1 ag	D2 potentiator	D2 agonist	D1 antag	TRHR PAM	RXFP1 antagonist	D2 antagonist	D1 PAM	D1 agonist
O=C(Nc1cccc2ccccc12)C12CC3CC(C1)CC(n1cnc([N+](=O)[O-])n1)(C3)C2	0.1%	-5	0.9	-19	0	4	-13	5	-3
N#CC1=C(N)N(c2ccc(F)cc2)C2=C(C1c1ccc(O)cc1)S(=O)(=O)CC2 (stereo not drawn)	0.5%	11	-0.2	-14	1	-29	4	-5	4
CCOc1ccc(NC(=O)CCC(=O)N/N=C2\CCCc3ccccc32)cc1	0.2%	-8	0.7	-5	-3	-13	-1	-7	-2
NC(=O)c1cc(S(=O)(=O)N2CCN(c3cccc(C(F)(F)F)c3)CC2)cs1	0.5%	3	-0.2	-5	-2	1	nt	-1	0
O=C(c1ccc(=O)oc1)N1CCN(c2ccc(F)cc2)CC1	0.8%	-5	0.4	-2	17	-1	-2	-5	1
COCCN=c1scc(-c2ccc3c(c2)NC(=O)CO3)n1/N=C(\C)c1ccc(O)cc1	-0.1%	2	2.7	-4	-2	2	14	3	5
CC(C)n1c(CN2CCN(C(=O)c3ccco3)CC2)nc2c1c(=O)n(C)c(=O)n2C	?	5	0.4	2	-2	8	19	3	3
O=C(O)CC/C(=N\Nc1ccc(Cl)cc1)c1cccs1	4.1%	-8	0.5	-9	6	-1	-28	-9	3
COCCC(=O)N1CCC(Oc2ccc(C(=O)NCc3ncc(C)[nH]3)cc2)CC1	-2.7%	-9	0.3	-8	-5	5	-1	1	2
CN1CCN(C(=O)c2cc(-c3ccccc3)on2)CC1	-0.6%	-8	0.3	-4	-2	1	-22	-4	1
Cc1ccc(S(=O)(=O)N2CCN(C(=O)COC(=O)C3CC3C)CC2)c(C)c1 (stereo not drawn)	0.4%	-6	0.0	2	-5	-2	2	1	4
Cc1cccc(C(=O)Nc2ccc(N3CCC(N4CCCCC4)CC3)c(C(=O)O)c2)c1	-2.3%	-1	0.3	-12	-1	4	nt	-3	0
Cc1ccc(OCC(=O)NCCCNC(=O)COc2ccc(C)cc2)cc1	-0.1%	13	-0.5	-1	1	0	4	-7	17
CCOc1cc(-c2c(C#N)c(N)nc3c2CCc2ccccc2-3)ccc1O	-0.2%	-19	0.7	-3	-5	-26	-20	-6	2
CCOC(=O)c1sc2nc(CN3CCCCC3)nc(Cl)c2c1C	0.1%	-7	0.6	-2	3	5	-4	17	4
Cc1nnc(SCC(=O)N/N=C/c2ccc(-c3ccc(C)c(Cl)c3)o2)s1	0.0%	1	-0.3	-12	8	0	-8	2	2
COc1cc(C)ccc1OCCOc1c(Cl)cc(Cl)cc1Cl	-1.9%	0	-0.2	-8	-14	-2	-15	1	5
COc1cccc(C(=O)C2CCCN(C(=O)c3ccccn3)C2)c1 (stereo not drawn)	-2.9%	3	0.4	-1	18	-10	0	-2	1
CN(C)c1ccc(Nc2c3c4c(cccc4n(C)c2=O)C(=O)c2ccccc2-3)cc1	0.2%	13	0.9	24	31*	24	-5	18	2
COCCNc1nc2c(c(=O)n(Cc3cccc(Cl)c3)c(=O)n2C)n1C	-0.6%&0.9%	-1&-1	0.6&0.0	8&2	-3&-3	-12	10	-2&0	0&3
O=C(Nc1ccc(S(=O)(=O)N(Cc2ccccc2)c2ccccc2)cc1)c1ccccc1F	7.2%	-9	0.3	0	-2	-3	nt	-1	11
CCOC(=O)N1CCN(C(=O)COC(=O)c2cccc(S(C)(=O)=O)c2)CC1	1.0%	6	0.9	38	5	5	-14	-3	10
O=C(NCC(c1ccco1)N1CCOCC1)c1cccc(Cl)c1 (stereo not drawn)	0.1%	13	-0.2	1	3	0	-10	0	1
C(=N\n1cnc2ccccc21)/c1cccnc1	0.5%	10	-0.1	20	12	-6	-2	-6	2
COc1cccc(Nc2nc(NCCO)c3ccccc3n2)c1	2.1%	8	0.3	-26	1	-13	-4	-5	3

Given as labelled records: three of the compounds above.
Cc1ccc(S(=O)(=O)N2CCN(C(=O)COC(=O)C3CC3C)CC2)c(C)c1 (stereo not drawn)
- RXFP1 ag = 0.4%
- D2 potentiator = -6
- D2 agonist = 0.0
- D1 antag = 2
- TRHR PAM = -5
- RXFP1 antagonist = -2
- D2 antagonist = 2
- D1 PAM = 1
- D1 agonist = 4

Cc1cccc(C(=O)Nc2ccc(N3CCC(N4CCCCC4)CC3)c(C(=O)O)c2)c1
- RXFP1 ag = -2.3%
- D2 potentiator = -1
- D2 agonist = 0.3
- D1 antag = -12
- TRHR PAM = -1
- RXFP1 antagonist = 4
- D2 antagonist = nt
- D1 PAM = -3
- D1 agonist = 0

Cc1ccc(OCC(=O)NCCCNC(=O)COc2ccc(C)cc2)cc1
- RXFP1 ag = -0.1%
- D2 potentiator = 13
- D2 agonist = -0.5
- D1 antag = -1
- TRHR PAM = 1
- RXFP1 antagonist = 0
- D2 antagonist = 4
- D1 PAM = -7
- D1 agonist = 17

Next part:
SMILES	RXFP1 ag	D2 potentiator	D2 agonist	D1 antag	TRHR PAM	RXFP1 antagonist	D2 antagonist	D1 PAM	D1 agonist
CCN1CCN(C(=S)NCC2CCCO2)CC1 (stereo not drawn)	2.4%	1	-0.8	-13	6	3	7	3	3
CCn1c2ccccc2c2nnc(SCC(N)=O)nc21	11%	-2	-1.6	14	-2	-5	7	1	0
CCCC(=O)Nc1nnc(S(=O)(=O)N(C)c2ccccc2)s1	2.1%	4	0.3	0	1	0	nt	-1	3
CCN(CC(=O)NCc1ccc(Cl)cc1)C(=O)/C=C/c1cc(OC)c(OC)c(OC)c1	6.7%	-4	-0.1	1	-6	1	-12	2	-2
COc1ccccc1N(CC(=O)N/N=C(\C)c1cccc(Br)c1)S(C)(=O)=O	2.3%	-18	-0.9	-30*	-3	nt	-14	-6	0
COc1ccc(C2=NN(C(=O)c3cccs3)C(c3ccccc3OC)C2)cc1OC (stereo not drawn)	0.3%	9	-0.9	-2	-2	10	-4	-1	8
COc1cc(NC(=O)CSCc2ccc(Cl)cc2Cl)c(C(=O)O)cc1OC	-2.3%	10	-0.9	1	18	-4	5	-3	6
N#CCNC(=O)c1cccn1-c1ncc(C(F)(F)F)cc1Cl	-0.2%	9	0.7	0	2	1	7	-7	3
Cc1sc2ncnc(Nc3ccc(O)cc3)c2c1C	-2.2%	nt	nt	6	-3	-12	nt	0	1
COc1cc(O)c(C(CC(=O)N2CCOCC2)c2ccc(N(C)C)cc2)c(OC)c1 (stereo not drawn)	-6.4%	8	-0.4	-8	-5	nt	4	4	5
CCCc1cc(=O)n2c(C(=O)Nc3ccc(OCC)cc3)c(C(=O)Nc3ccc(C)cc3)sc2n1	2.4%	-21	-0.9	-19	3	3	nt	2	1
CN(C1CCCCC1)S(=O)(=O)c1ccc(-c2ccccn2)s1	-1.8%	20	-0.2	1	9	1	1	-7	5
CNC(=O)[C@@H]1CCC(=O)N1	-0.7%	-5	-0.5	nt	-3	nt	3	-3	-1
CCOc1ccc2nc(NC(=O)C(NS(=O)(=O)c3cccc4nsnc34)C(C)C)sc2c1 (stereo not drawn)	-0.1%	6	-1.5	-33*	-5	nt	4	-6	0
CCOC(=O)c1sc2ncn(/N=C/c3ccc(O)cc3)c(=O)c2c1C	-0.2%	-2	-0.3	-4	-1	-15	-3	-4	2
COc1ccc(C2CC(=O)C(C=NCCN3CCN(C(C)=O)CC3)=C(O)C2)cc1 (stereo not drawn)	-3.6%	-4	-0.9	-3	3	2	-14	1	1
S=c1[nH]nc(-c2ccc(Cl)cc2Cl)n1Cc1ccccc1	-4.3%	-1	0.3	14	-5	-33	6	-4	6
Cc1ccc(CNS(=O)(=O)c2cc3[nH]c(=O)c(=O)[nH]c3cc2C)cc1	4.8%	nt	0.7	2	3	12	nt	2	0
Cc1c(CNC(C)CCc2ccccc2)c(C(=O)O)c(C)n1Cc1ccc(F)cc1Cl (stereo not drawn)	2.5%	0	nt	-13	1	-27	nt	2	-1
CN(NC1OC(=O)c2ccccc21)c1ccccc1[N+](=O)[O-] (stereo not drawn)	0.7%	-3	-0.4	-9	6	4	-1	-3	4
CCc1cccc(CC)c1NC(=S)NCC(c1cccnc1)N1CCOCC1 (stereo not drawn)	0.2%	-2	0.1	1	-13	4	-3	3	1
O=S(=O)(Nc1ccc2c(c1)OCCO2)c1ccc(Br)s1	0.0%	-6	-0.4	-20	3	-11	-11	-4	7
Cc1c(C(=O)NCc2ccc(Cl)cc2)sc2nc3n(c(=O)c12)CCC3	-0.2%	2	-0.2	-8	8	-13	nt	-1	2
CC(=O)NS(=O)(=O)c1ccc(NC(=O)c2cc(-c3ccc(C)c(C)c3)nc3ccccc23)cc1	1.1%	-1	0.0	9	7	-6	-19	-2	4
CCCOc1ccc(C2c3c(oc4cc(C)c(C)cc4c3=O)C(=O)N2CCCN2CCOCC2)cc1 (stereo not drawn)	1.3%	1	0.5	8	-1	-28	7	3	2
CCCCn1c(SCC(=O)N2CC(C)CC(C)C2)nc2cc(S(N)(=O)=O)ccc21 (stereo not drawn)	1.1%	-3	1.1	-14	0	-5	8	-3	0
COC1=C(N2CCOCC2)C(=O)c2ccccc2C1=O	-4.4%	5	0.7	-9	-6	9	-12	2	2
COc1ccc(-c2n[nH]c(=S)n2-c2ccccc2C)cc1	1.6%	-4	1.3	4	0	-17	4	0	-3
O=C(CCc1ccccc1)NCCSCc1c(F)cccc1Cl	1.0%	-5	-0.9	3	-5	15	-4	-9	15
CCOc1cccc(-c2nnc3sc(COc4ccc(OC)cc4)nn23)c1	3.7%	-8	1.3	7	-4	-4	-7	6	5
Cc1cc(Nc2nc3ccccc3[nH]c2=O)n(-c2ccccc2)n1	-0.7%	9	0.5	0	0	-13	9	5	0
O=C(c1cccc(S(=O)(=O)N2CCc3ccccc32)c1)N1CCCC(C(F)(F)F)C1 (stereo not drawn)	0.8%	7	-1.0	3	-2	-12	-8	14	10
CC(C)(C)N(Cc1ccccc1)C(=O)COC(=O)c1ccccc1SCC(=O)N1CCCC1	1.2%	-9	-1.3	-38*	-1	12	1	-6	0
COc1cccc(/C=C/C(=O)OC(C)C(=O)Nc2c(C)n(C)n(-c3ccccc3)c2=O)c1 (stereo not drawn)	-0.8%	7	-0.6	7	9	-12	-1	3	1
O=C(Cn1cccc1C(=O)c1ccccc1)NCc1cccnc1	4.5%	14	-0.8	-9	0	-3	4	1	2
O=C(COc1ccc(Cl)cc1)NNC(=S)NCc1ccccc1	-0.7%	-18	-1.4	3	2	-16	-9	-2	9
COc1ccccc1N=c1sc2ccccc2n1C	0.1%	16	-0.2	nt	6	8	-4	0	-1
O=C(COc1ccc(Br)cc1Br)Nc1ccc(S(=O)(=O)Nc2ncccn2)cc1	4.2%	23	-0.4	-15	2	nt	nt	0	3
